Rtt109 Vps75 = inhibitors of Candida albicans Rtt109/Vps75 histone acetyltransferase | Q5AAJ8 | purified Rtt109/Vps75, ThioGlo CoA-SH fluorescence, 4 h | inhibition, % at 34.9 µM | hit rate 0.16% among 330,000;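 active means inhibition of at least 50% in every replicate; inconclusive means best replicate reaches 50% inhibition but some replicates fall short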
V-ATPase pHluor = alters yeast V-ATPase proton transport | S. cerevisiae, pHLuorin cytosolic pH fluorescence | response, % at 10 µM | hit rate 0.37% among 350,000; in the data active means response mostly above about 7.3%, no sharp cut-off; inactive means mostly below about 5.4%; further: actives read high; inactives centre near 0; some compounds called inactive have numbers as strong as hits
CDK5 inh = blocks human CDK5/p35 kinase activity; Q00535+Q15078; Recombinant CDK5/p35, ADP-Glo luminescence, 60 min; inhibition, % at 10 µM; hit rate 0.01% among 330,000;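 active means highest replicate inhibition of at least 50% and at least 75% of replicates reaching 50%; inconclusive means only one of the two criteria met; inactive means both criteria failed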;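 further: plate controls were DMSO neutral control for no effect and GW8510 at 10 µM for full effect; many of its hits are not listed in these tables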
Target sequence (Q00535 whole entry, looked up): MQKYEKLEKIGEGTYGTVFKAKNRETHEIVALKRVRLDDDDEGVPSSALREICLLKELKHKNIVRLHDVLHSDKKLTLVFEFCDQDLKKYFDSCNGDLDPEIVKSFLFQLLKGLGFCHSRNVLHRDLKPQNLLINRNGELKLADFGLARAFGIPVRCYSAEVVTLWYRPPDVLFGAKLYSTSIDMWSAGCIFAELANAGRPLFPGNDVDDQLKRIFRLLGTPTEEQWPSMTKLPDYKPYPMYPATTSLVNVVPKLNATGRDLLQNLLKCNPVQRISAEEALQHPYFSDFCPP
Target sequence (Q15078 whole entry, looked up): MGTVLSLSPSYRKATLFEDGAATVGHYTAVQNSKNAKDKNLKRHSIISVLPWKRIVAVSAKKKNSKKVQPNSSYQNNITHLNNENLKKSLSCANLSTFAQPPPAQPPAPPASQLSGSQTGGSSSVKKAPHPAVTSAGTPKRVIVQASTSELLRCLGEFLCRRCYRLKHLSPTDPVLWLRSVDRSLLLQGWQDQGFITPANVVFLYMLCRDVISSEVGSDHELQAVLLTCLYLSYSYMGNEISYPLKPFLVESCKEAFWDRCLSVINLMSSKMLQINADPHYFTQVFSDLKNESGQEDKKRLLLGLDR
MITF act = MITF TRPM1 promoter activation in melanoma cells | SK-MEL-5 TRPM1-promoter luciferase, 24 h; % of positive control, neutral wells = 0 | activation, % at 12.5 µM | hit rate 0.75% among 300,000;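 active means mean activation of at least 80% with every replicate also reaching 80%; inconclusive means mean reaches 80% but some replicate falls short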;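 further: 0% = neutral control wells and 100% = parthenolide positive control wells; values of inactives mirror those of a sister screen read the other way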
cardiac RTF act = cardiac RTF calcium sensitization; P19429+P45379; IANBD-labeled TnC RTF fluorescence at EC20 calcium; 0% EC20 calcium, 100% full calcium; activation, % at 7.2 µM; hit rate 0.24% among 340,000; AID 493008;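 active means activation above the mean over all tested compounds plus 3 SD, cut at about 30% in these data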;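 further: rise in fluorescence read as greater calcium sensitivity of cardiac thin filaments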
CAL PDZ FP-1 = human CAL PDZ-peptide interaction inhibition. Q9HD26. purified CAL PDZ, TMR-peptide fluorescence polarization, 1 h. inhibition, % at 20 µM. hit rate 0.02% among 330,000. AID 504414;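 active means highest replicate inhibition of at least 40%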;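 further: plate controls were DMSO neutral control wells for no effect and unlabeled competitor peptide control wells for full effect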
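Material – purified CerCALP PDZ construct · Detection – FP readout, S and P plane fluorescence · Measure – percent inhibition from loss of millipolarization · Controls – unlabelled peptide for full inhibition, DMSO wells as neutral · Probe or stimulus – TMR-labelled reporter peptide T*-PRC34 bound in PDZ groove · Times – 1 h at RT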
Tat export inh = blocks Tat-dependent protein export in E. coli; E. coli MC4100 TorA-mCherry Tat export, fluorescence; inhibition, % at 10 µM; hit rate 0.036% among 340,000;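 active means mean replicate inhibition at least 50% and at least half of replicates individually reaching 50%; inconclusive means only one of the two criteria met; inactive means neither criterion met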;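 further: exported cargo escapes ClpAP degradation while cytoplasmic cargo is degraded and loses fluorescence; 0% = median of neutral control wells and 100% = median of NaSCN control wells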
Wnt bcat act = activators of Wnt/beta-catenin signaling; hit rate 1.2% among 300,000; activation, % at 9.35 µM; Wnt/beta-catenin reporter cell assay, activator, plate reader; AID 743398; in the data active means activation above about 30%, passing the limit was not always enough; inconclusive means no clear call, values can overlap the other calls;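 further: 0% = neutral control wells and 100% = positive control wells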
dFosB activator = activators of mouse delta FosB homodimer; P13346; purified delta FosB, TAMRA-CDK5 oligo fluorescence polarization; percent of positive-control signal above neutral wells; activation, % at 25 µM; hit rate 0.99% among 340,000; AID 493131;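 active means mean activation above about 17%, with every replicate also reaching it, limit read from the data, passing the limit was not always enough; inconclusive means only one of the two conditions met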;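 further: fluorescence polarization rise as delta FosB binds a TAMRA Cdk5 AP-1 oligo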
Target sequence (P13346 whole entry, looked up): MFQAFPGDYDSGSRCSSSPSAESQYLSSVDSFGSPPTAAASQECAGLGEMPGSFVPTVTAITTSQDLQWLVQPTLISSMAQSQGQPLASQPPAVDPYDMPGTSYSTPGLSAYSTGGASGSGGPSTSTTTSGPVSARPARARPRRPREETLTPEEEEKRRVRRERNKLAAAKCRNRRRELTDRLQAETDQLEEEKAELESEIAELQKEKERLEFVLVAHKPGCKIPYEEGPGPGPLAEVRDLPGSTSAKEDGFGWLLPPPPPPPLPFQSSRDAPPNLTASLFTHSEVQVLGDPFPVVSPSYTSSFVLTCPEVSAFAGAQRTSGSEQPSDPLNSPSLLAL
CAL PDZ FP-2 = blocks peptide binding to the human CAL PDZ domain. hit rate 0.92% among 300,000. Q9HD26. AID 602252. purified CAL PDZ, TMR-peptide fluorescence polarization, 1 h. inhibition, % at 24.9 µM;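 active means mean inhibition of at least 30% with at least half of replicates also reaching 30%; inconclusive means no clear call, values can overlap the other calls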;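 further: 0% = DMSO neutral control and 100% = excess unlabeled competitor peptide PRC23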
* hit, by the source's call; ? = inconclusive; . = not tested or not shown.

SMILES	Rtt109 Vps75	V-ATPase pHluor	CDK5 inh	MITF act	cardiac RTF act	CAL PDZ FP-1	Tat export inh	Wnt bcat act	dFosB activator	CAL PDZ FP-2
CC(C)Nc1nc(NC(N)=S)nc(NC(C)C)n1	-1	1	.	-5	-5	-1.2	-17	0	1	-4
CC(=O)NC12CC3CC(C1)CC(C(=O)N1CCN(S(=O)(=O)c4cccs4)CC1)(C3)C2	-3	-2	2.2	-8	-7	-0.1	-3	-3	-4	.
CCOC(=O)N1CCC(NC(=O)C2CCCCN2S(=O)(=O)c2ccc(F)cc2)CC1 (stereo unspecified)	0	2	-2.5	-1	-4	0.4	-7	-4	-8	.
Cc1cccc(C(=O)Nc2cc(OCc3cccc(F)c3)c(Cl)cc2Cl)c1	7	0	-0.5	32	-1	-0.8	-6	1	5	-1
CC(C)Oc1ccc(C(=O)Nc2ccccc2N2CCCC2)cc1	0	-5	0.0	2	3	-3.2	14	.	-6	-3
OCCN=C1CCCc2c1[nH]c1ccc(Br)cc21	14	-1	4.2	-30	-1	-0.1	-8	.	4	-3
O=C(Nc1cccc2ccccc12)c1cn(-c2ccccc2)nc1-c1cccs1	11	-2	-1.0	33	3	-0.7	2	0	3	.
Cc1cc(O)c(NC(=S)NC(=O)c2ccc(-c3ccc(Cl)cc3)o2)cc1C	-2	0	-2.2	3	1	-2.0	-2	.	10	-5
Cc1cccc(-n2c(SCC(=O)N(C)C3CCS(=O)(=O)C3)nc3ccccc3c2=O)c1C (stereo unspecified)	10	-1	-0.5	-1	5	-2.2	-5	-1	-8	0
CCNc1nc(N2CCOCC2)nc(N(c2ccccc2)c2ccccc2)n1	-5	-5	-1.5	.	12	-1.3	2	0	-2	-4

3 of the entries above in order of the CAL PDZ FP-1 value, falling:
Molecule | Rtt109 Vps75 | V-ATPase pHluor | CDK5 inh | MITF act | CAL PDZ FP-1 | Tat export inh | Wnt bcat act | dFosB activator | CAL PDZ FP-2
OCCN=C1CCCc2c1[nH]c1ccc(Br)cc21 | 14 | -1 | 4.2 | -30 | -0.1 | -8 | . | 4 | -3
Cc1cc(O)c(NC(=S)NC(=O)c2ccc(-c3ccc(Cl)cc3)o2)cc1C | -2 | 0 | -2.2 | 3 | -2.0 | -2 | . | 10 | -5
CC(C)Oc1ccc(C(=O)Nc2ccccc2N2CCCC2)cc1 | 0 | -5 | 0.0 | 2 | -3.2 | 14 | . | -6 | -3

Next part:
SMILES	Rtt109 Vps75	V-ATPase pHluor	CDK5 inh	MITF act	cardiac RTF act	CAL PDZ FP-1	Tat export inh	Wnt bcat act	dFosB activator	CAL PDZ FP-2
COCCN(C(=O)Nc1ccc(F)cc1F)c1nc2ccccc2s1	-1	4	0.8	10	5	.	-3	12	-8	-2
Cc1cccc(C2=NN(c3ccccc3)[C@H](CO)[C@H]2c2ccc(F)cc2)c1	0	-2	-1.5	0	-3	-0.6	-5	-3	-11	-7
Cc1nc2[nH]onc2c2nccc(=O)c12	0	3	-0.8	.	-1	-1.2	-4	-3	5	1
COc1ccc2c(c1)C=C(CN1CCN(Cc3ccccc3C)C(CCO)C1)CO2 (stereo unspecified)	-1	-3	-0.4	0	-5	-1.1	-7	-1	-13	4
COc1ccc2nc(NN=C(C)c3ccccn3)cc(C)c2c1	1	-3	0.9	-77	-2	-0.8	5	-8	14	5
CCOc1ccccc1NC(=S)NC1CC2CCC1C2 (stereo unspecified)	-7	-5	-0.2	6	-4	-1.8	1	.	-3	-4
Cc1ccc(Nc2nnc(SCc3nc4ccccc4c(=O)[nH]3)s2)cc1	-4	1	0.3	4	0	-2.2	0	-7	43*	1
CCN1C[C@@H]2[C@@H]3C(=O)N(Cc4ccccc4)C(=O)[C@@H]3[C@](CC)(C(=O)OC)N2C1=NC	-14	-2	-2.3	2	-2	-0.7	-2	0	2	-7
CC(=O)NC(CC(=O)Nc1ccc(S(=O)(=O)N2CCOCC2)cc1)c1ccccc1 (stereo unspecified)	0	-1	0.5	11	2	0.0	5	1	-6	-8
CCOC(=O)CCCn1nc(C)n2c(cc3sccc32)c1=O	5	-2	1.6	9	2	.	13	.	-10	-6

Single records (already shown):
`COc1ccc2c(c1)C=C(CN1CCN(Cc3ccccc3C)C(CCO)C1)CO2` (stereo unspecified) reads Rtt109 Vps75: -1; V-ATPase pHluor: -3; CDK5 inh: -0.4; MITF act: 0; cardiac RTF act: -5; CAL PDZ FP-1: -1.1; Tat export inh: -7; Wnt bcat act: -1; dFosB activator: -13; CAL PDZ FP-2: 4
`CCOc1ccccc1NC(=S)NC1CC2CCC1C2` (stereo unspecified) reads Rtt109 Vps75: -7; V-ATPase pHluor: -5; CDK5 inh: -0.2; MITF act: 6; cardiac RTF act: -4; CAL PDZ FP-1: -1.8; Tat export inh: 1; Wnt bcat act: .; dFosB activator: -3; CAL PDZ FP-2: -4

Following part:
SMILES	Rtt109 Vps75	V-ATPase pHluor	CDK5 inh	MITF act	cardiac RTF act	CAL PDZ FP-1	Tat export inh	Wnt bcat act	dFosB activator	CAL PDZ FP-2
COC(=O)c1ccc(C)cc1	-1	1	-1.0	6	-3	0.7	2	-1	-1	3
CC(=O)c1cccc(S(=O)(=O)N2CCCC(c3nc(-c4ccc(C)o4)no3)C2)c1 (stereo unspecified)	-5	0	0.9	19	-4	0.3	-1	.	-4	-18
O=C(N/N=C/c1ccncc1)c1ccncc1	0	4	0.8	5	-2	-0.1	-1	-3	-3	.
N#Cc1ccc(CSc2nc(N)cc(N)n2)cc1	3	1	-0.3	.	-1	-3.4	-2	1	8	72*
COc1ccccc1C(=O)NC(=O)CSc1nnc(N)s1	2	-4	0.5	5	-1	-0.2	6	0	-5	.
Cc1ccc(NC(=O)CCC(=O)N/N=C/c2coc3ccc(F)cc3c2=O)cc1	2	1	0.5	1	-7	0.8	-3	-4	?	-4
COC(=O)C1=C(C)NC2=C(C(=O)CC(C)(C)C2)C1c1ccsc1 (stereo unspecified)	6	-4	-0.5	-11	-2	-0.4	-3	.	3	-4
CN1CCN(CCNC(=O)Nc2ccc(Cl)cc2)CC1	-11	3	-0.5	5	16	-0.1	13	1	0	1
C/C(N)=C(/C#N)C(=O)CSc1nc2ccccc2c(=O)n1Cc1ccc(C)cc1	14	9	0.3	-12	5	-2.3	-1	-7	21*	3
COc1ccc(NC(=O)Nc2ccc(C(=O)N3CCOCC3)cc2)cc1OC	-5	-2	-3.3	-1	-2	-3.0	16	-1	-1	0
CCCN1C(=O)/C(=C\c2nc3ccccc3c(=O)[nH]2)c2ccccc21	-3	1	-2.0	12	-6	0.7	-2	2	-12	-4
CCc1c(C(C)S(=O)(=O)c2ccc(C)cc2)[nH]c(=O)n1-c1ccc(C)cc1 (stereo unspecified)	2	1	2.4	6	-6	.	13	5	-5	-3
COc1ccc(-c2cc(=O)c(C(=O)c3ccc(C)cc3)n[nH]2)cc1	-2	0	-3.5	2	-1	.	-6	0	-2	-2
CC(C)Cc1nnc(NC(=O)CCC(=O)N2CCCCC2)s1	-10	-4	0.9	8	-1	-1.8	0	1	0	-6
Cc1ccc(NC(=O)C2CCN(S(=O)(=O)c3c(C)noc3/C=C/N(C)C)CC2)cc1	8	0	0.7	10	-7	-0.9	3	-3	-2	.
O=C(C[C@@H]1C/C=C\CC[C@@H](Cc2ccc(F)cc2)C(=O)OC[C@@H](Cc2ccccc2)NC1=O)NCCO	4	-2	-0.9	-4	0	-1.1	-5	-3	-8	-2
CCCn1c(N)c(C(=O)CSc2nnc3ccccn23)c(=O)n(C)c1=O	-1	3	-0.8	0	-1	-7.6	-4	6	-12	-14
S=C(NCc1cccnc1)Nc1ccc(Cl)cc1Cl	9	-1	0.7	6	2	-0.6	1	2	-6	1
O=C(Nc1ccccc1N1CCOCC1)c1cccc(NS(=O)(=O)c2ccc(F)c(F)c2)c1	6	3	-1.2	4	-1	0.5	3	-2	-10	-14
O=C(CNc1ccccc1)N/N=C/c1c(O)ccc2ccccc12	-12	9	-0.1	-11	-2	0.4	0	-3	-2	-4
Cc1ccc(N(C(=O)CNC(=O)c2ccco2)C(C(=O)NC2CCCC2)c2cccnc2)cc1C (stereo unspecified)	-3	0	0.3	4	10	-3.2	-2	-3	-8	-12
O=C(NCc1cn2ccsc2n1)Nc1ccc(Cl)cc1	-13	-1	-5.1	-9	11	-1.9	-20	-5	7	0
COc1cc(/C=C(\C#N)C(=O)NC2CCCCC2)ccc1OCc1ccc(C(=O)O)cc1	5	0	0.8	23	-2	-1.1	-2	-4	1	6
NC(=O)c1nsc(C(=O)N(c2ccccc2)C(C(=O)NCC2CCCO2)c2cccs2)c1N (stereo unspecified)	0	1	-0.5	7	13	-2.4	7	-1	-4	6
CS(=O)(=O)c1ccc(Cl)c(NC(=O)C2CC(=O)N(Cc3ccco3)C2)c1 (stereo unspecified)	0	-1	-2.4	-1	1	-2.2	2	-2	-1	-2
CCn1c(N2CCN(S(=O)(=O)CC)CC2)nc2ccccc21	2	0	0.1	-12	-1	-0.8	-1	-1	-6	-6
Cc1cc(O)c(/C=N/Nc2ccccc2Cl)c(=O)o1	4	1	-1.0	-9	-3	-1.2	1	.	-1	-2
CCOC(=O)CSc1nc(N)c(C#N)cc1C#N	-26	-2	0.0	40	-3	0.2	7	11	-5	0
N#CCCn1cc(C(=O)O)c(-c2ccc3ccccc3c2)n1	4	-3	0.8	.	-6	0.0	5	-1	-2	-1
CSc1ccc(C(=O)NCC(=O)O)cc1[N+](=O)[O-]	2	-4	1.0	-6	-6	0.0	-6	1	0	-1
COc1ccc(C(=O)NC(=S)NCCc2ccccc2)cc1	.	.	-1.6	5	-8	-1.4	0	-5	3	-1
Cc1noc(C)c1COc1ccc(CC(=O)NCCc2ccccn2)cc1	-6	0	-0.8	2	-4	13	3	0	-4	-5
COc1ccccc1N1CCN(C(=O)c2cccc3c(=O)c(C)c(-c4ccccc4)oc23)CC1	5	0	0.7	3	5	-1.8	0	-4	-8	-1
NC(=O)CSc1nnnn1-c1ccccc1Cl	8	-1	0.4	8	5	-0.4	-10	0	4	-4
Cc1cc(C(=O)NCc2ccc3c(c2)OCO3)ccc1[N+](=O)[O-]	6	4	-0.6	4	10	.	-20	0	-9	69*
COc1ccc(CCN2CC34C=CC(O3)C(C(=O)NCc3ccccc3)C4C2=O)cc1OC (stereo unspecified)	-6	0	0.5	3	-2	-0.7	-1	.	0	3
COc1ccc(OC)c(N(CC(=O)NN=C2CCN(C)CC2)S(=O)(=O)c2ccccc2)c1	-2	4	-1.3	-1	-2	-3.1	-6	-2	-1	.
COc1ccc(Cc2nc3ccc(C(=O)NCCc4cccc(C)n4)cc3o2)cc1	-6	3	.	8	-6	-3.6	-4	0	-8	-1
C/C(Cc1ccccc1)=N\NC(=O)CNC(=O)c1ccc(Cl)cc1Cl	22	-3	0.7	.	.	-1.1	4	-1	6	.
